# KB-V1 cytotox: qHTS assay for MDR1-selective chemotherapeutics: Primary screen using the drug-selected MDR subline cells KB-V1 | KB-V1 MDR cells viability, CellTiter-Glo, 72 h | Potency, µM (highest dose often 46.1 µM), for inactives: at the top dose activity change, negative = cytotoxicity, hits mostly cytotoxic | 400,000 tested, 3.4% active; note: potency is the fitted concentration of half-maximal effect; % is set by controls: 0 for no effect and ±100 for the full control effect; nearly all actives have a fitted effect of over 60% in size
#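 qHTS viability screen in drug-selected KB-V1 MDR cells: 72 h compound treatment at 37 degrees C, ATP luminescence end point.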
# WRN helicase inh: qHTS for Inhibitors of WRN Helicase; Bifunctional 3'-5' exonuclease/ATP-dependent helicase WRN (Homo sapiens), Q14191; Potency, µM (top dose mostly 114 µM), for the others: top-dose activity change, negative = inhibition, most hits filed as inhibitors; WRN helicase unwinding, fluorescent forked duplex, kinetic; 360,000 tested, 0.46% active; AID 651768, 2012; note: potency is the fitted concentration of half-maximal effect; % is set by controls: 0 for no effect and ±100 for the full control effect; nearly all actives have a fitted effect of over 55% in size
# Target sequence (Q14191 whole entry, looked up): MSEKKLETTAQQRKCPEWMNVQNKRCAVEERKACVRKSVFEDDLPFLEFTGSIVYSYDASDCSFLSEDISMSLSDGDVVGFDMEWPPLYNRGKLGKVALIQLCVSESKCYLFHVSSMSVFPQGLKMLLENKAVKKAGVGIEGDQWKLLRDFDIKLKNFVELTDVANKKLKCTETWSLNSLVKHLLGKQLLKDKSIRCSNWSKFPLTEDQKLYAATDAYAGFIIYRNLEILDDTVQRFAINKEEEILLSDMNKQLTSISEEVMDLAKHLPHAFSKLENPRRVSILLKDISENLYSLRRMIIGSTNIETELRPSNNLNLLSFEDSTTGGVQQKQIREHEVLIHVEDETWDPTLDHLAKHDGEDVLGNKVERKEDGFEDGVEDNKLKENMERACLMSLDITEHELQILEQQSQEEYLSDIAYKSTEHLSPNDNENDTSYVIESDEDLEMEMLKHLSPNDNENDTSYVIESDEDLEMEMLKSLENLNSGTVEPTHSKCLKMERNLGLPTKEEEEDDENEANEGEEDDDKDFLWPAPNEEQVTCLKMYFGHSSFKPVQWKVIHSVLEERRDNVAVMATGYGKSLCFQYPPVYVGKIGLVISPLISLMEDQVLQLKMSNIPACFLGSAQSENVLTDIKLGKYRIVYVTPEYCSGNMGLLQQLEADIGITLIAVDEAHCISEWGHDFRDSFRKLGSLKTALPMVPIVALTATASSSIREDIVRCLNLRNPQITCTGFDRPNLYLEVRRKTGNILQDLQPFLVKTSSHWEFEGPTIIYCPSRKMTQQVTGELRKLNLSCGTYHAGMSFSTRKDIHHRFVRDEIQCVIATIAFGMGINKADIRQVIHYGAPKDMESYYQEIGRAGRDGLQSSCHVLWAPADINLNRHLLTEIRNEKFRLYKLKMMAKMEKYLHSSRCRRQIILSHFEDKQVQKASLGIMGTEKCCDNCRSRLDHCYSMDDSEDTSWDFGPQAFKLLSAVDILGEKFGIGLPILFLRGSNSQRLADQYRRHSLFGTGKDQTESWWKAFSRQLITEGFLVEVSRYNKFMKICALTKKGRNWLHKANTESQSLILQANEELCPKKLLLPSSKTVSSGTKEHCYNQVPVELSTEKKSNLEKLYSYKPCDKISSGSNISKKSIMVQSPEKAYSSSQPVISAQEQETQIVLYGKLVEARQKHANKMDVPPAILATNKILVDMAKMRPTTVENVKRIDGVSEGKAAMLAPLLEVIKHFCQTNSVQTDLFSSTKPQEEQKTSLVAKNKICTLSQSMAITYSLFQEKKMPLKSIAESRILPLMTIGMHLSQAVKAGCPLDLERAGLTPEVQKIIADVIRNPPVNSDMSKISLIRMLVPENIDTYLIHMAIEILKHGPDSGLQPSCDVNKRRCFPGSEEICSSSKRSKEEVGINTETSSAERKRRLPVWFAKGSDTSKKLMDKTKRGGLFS
#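 Primary qHTS, 1536-well format. 20 nM WRN + compound, 15 min RT; start with 100 nM forked fluorophore/quencher duplex, 2 mM ATP (final); kinetic read ex 525/em 598 nm.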
# HT1080NT lethal: qHTS for induction of synthetic lethality in tumor cells producing 2HG: qHTS for the HT-1080-NT fibrosarcoma cell line; HT-1080-NT fibrosarcoma viability, CellTiter-Glo ATP luminescence, 48 h; Potency, µM (titrated, usually from 46.1 µM), for the others: at the highest dose activity, negative = less viability, most hits filed as cytotoxic; 360,000 tested, 1.6% active;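 note: NT is the 2HG producing partner of a matched IDH1 knockdown line; potency is the fitted concentration of half-maximal effect; 0% = DMSO-treated cells and -100% = media-only wells without cells; nearly all actives have a fitted effect of over 55% in size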
#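 Viability of the 2HG-overproducing fibrosarcoma line after 48 hours of compound exposure at 37 degrees C was determined by luminescence with CellTiter-Glo, and concentration-effect curves were then fitted and categorized.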
# KB-3-1 tox: qHTS assay for MDR1-selective chemotherapeutics: Primary screen using the parental adenocarcinoma cell KB-3-1; KB-3-1 viability, CellTiter-Glo ATP luminescence, 72 h; Potency, µM (doses to about 46.1 µM), without a hit: top-dose activity change, negative = cytotoxic, most hits filed as cytotoxic; 400,000 tested, 1.4% active; AID 1347075, 2019; note: potency is the fitted concentration of half-maximal effect; % is set by controls: 0 for no effect and ±100 for the full control effect; nearly all actives have a fitted effect of over 60% in size
#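 Luminescent ATP read-out (CellTiter-Glo) measures survival of drug-naive KB-3-1 cells after 72 h compound exposure at 37 °C. Titration series was screened from lowest to highest concentration, with DMSO vehicle plates as background controls.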
# HT1080 IDH1KD tx: qHTS for induction of synthetic lethality in tumor cells producing 2HG: qHTS for the HT-1080-IDH1KD cell line. HT-1080 IDH1 knockdown viability, ATP luminescence, 48 h. Potency, µM (doses to about 46.1 µM), inactives show at the highest dose activity, negative = toxicity, usual class: cytotoxic. 360,000 tested, 2% active. AID 686971, 2013;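 note: potency is the fitted concentration of half-maximal effect; 0% = DMSO wells and -100% = cell-free medium wells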
#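 % activity derives from luminescence (CellTiter-Glo), normalised to DMSO and no-cell wells. HT-1080-IDH1KD cells, 750/well, had 48 h compound exposure at 37 °C.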
# SW480 rerep: A quantitative high throughput screen for small molecules that induce DNA re-replication in SW480 colon adenocarcinoma cells. SW480 DNA re-replication, Hoechst DNA content imaging, 48 h. Potency, µM (highest dose often 46.1 µM), inactives show at the top dose re-replication activation, hits mostly activators. 340,000 tested, 1.8% active; note: potency is the fitted concentration of half-maximal effect; % of control where 0% means no effect; nearly all actives have a fitted effect of over 55% in size
#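 Image-based DNA-content assay: after two days of treatment, nuclei were labelled with the DNA dye Hoechst and imaged, and hits were compounds raising the count of nuclei showing high fluorescence intensity.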
# MCF10A rerep: A quantitative high throughput screen for small molecules that induce DNA re-replication in MCF 10a normal breast cells; Potency, µM (doses to about 46.1 µM), for inactives: top-dose activity, positive = re-replication, usual class: activators; 350,000 tested, 2.9% active; MCF 10A DNA re-replication, Hoechst nuclear intensity, 48 h; note: potency is the fitted concentration of half-maximal effect; % of control where 0% means no effect; nearly all actives have a fitted effect of over 50% in size
# IL1B secr inh: qHTS for Inhibitors of Inflammasome Signaling: IL-1-beta AlphaLISA Primary Screen; THP-1 LPS/ATP IL-1B secretion, AlphaLISA, 16 h; active compounds read low; activity change, % at 57.5 µM; 360,000 tested, 4.7% active; in the data active = activity change below about -50%; inconclusive = mostly about -30% to -49%; note: % is set by controls: 0 for no effect and ±100 for the full control effect
#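 THP-1 cells pretreated 1 hr with compounds (up to 57.5 uM final), then stimulated with LPS (250 ng/mL final) plus ATP (1.25 mM final); secreted IL-1B measured by AlphaLISA after 16 hr, decreased signal indicating inhibition.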
# ATXN2 expr inh: Primary qHTS for Inhibitors of ATXN expression; HEK-293 ATXN2-luciferase reporter, luminescence, 24 h; Potency, µM (highest dose often 57 µM), inactives show top-dose activity change, negative = inhibition, usual class: inhibitors; 360,000 tested, 0.72% active; note: potency is the fitted concentration of half-maximal effect; % is set by controls: 0 for no effect and ±100 for the full control effect; nearly all actives have a fitted effect of over 55% in size
#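 qHTS (up to 57 uM final) was run with 24 h compound exposure of reporter cells at 37 °C. Each well was multiplexed: SteadyGlo luminescence measured ATXN2-luciferase expression after a fluorogenic Gly-Phe-AFC viability readout (25 uM final).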
# * hit, by the source's call; ? = inconclusive; · = not tested or not shown; [ ] = another dose, or the depositor's remark. Unless noted, calls come from the whole dose curve; as a rule, active = well fitted curve in the direction sought with a large enough effect; inconclusive = small, poorly fitted or top-dose-only effect, or another doubt; inactive = no such curve, though single readings can be large; an effect the other way counts as inactive or inconclusive.
entry	Molecule	KB-V1 cytotox	WRN helicase inh	HT1080NT lethal	KB-3-1 tox	HT1080 IDH1KD tx
1	N#C/C(C(=O)Oc1ccccc1)=C1\C=Cc2ccccc2N1	-6%	7%	1%	10%	10%
2	COCCNc1oc(-c2ccc(Cl)cc2)nc1C#N	4%	1%	1%	7%	0%
3	CC(=O)c1ccc(OCCCC(=O)Nc2cccc(S(=O)(=O)N3CCCCCC3)c2)cc1	-14%	-3%	1%	15%	3%
4	Cc1cc(C)c([N+](=O)[O-])cc1-c1ccc(/C=N/NC(=O)c2nonc2N)o1	1%	-5%	-26%	0%	?
5	CCC[C@H]1CN(c2ccccc2)C(=O)[C@@H]1CC(=O)Nc1ccc(Br)cc1	?	-4%	0%	-2%	0%
6	O=C(CNC(=O)c1ccc(Cl)cc1)OCc1nc2ccccc2s1	0%	-6%[57.1 µM]	5%	-19%	-1%
7	CC(=O)N1CCN(S(=O)(=O)c2cccc(C(=O)Nc3ccccc3N3CCCCC3)c2)CC1	-29%	2%	-5%	0%	-6%
8	Cc1cc(C(=O)Nc2nc3c(s2)CCCC3)cs1	-26%	-6%	6.3µM*	-11%	?
9	CC/C(=N\NC(=S)NC(C)C)c1ccc(OC(F)F)cc1	?	1%	-5%	-6%	-2%
10	CCOc1ccc(CC(=O)Nc2sc(Cc3ccccc3)cc2C(N)=O)cc1OCC	-15%	-5%	-7%	-1%	-29%

entry	SW480 rerep	MCF10A rerep	IL1B secr inh	ATXN2 expr inh
1	?	21%	-2	12%
2	-9%	12%	-56*	55%[activator]
3	-3%	12%	-17	-9%
4	0%	5%	?	-7%
5	·	·	21	-1%
6	-7%	?	36	7%[11.3 µM]
7	9%	1%	3	-17%
8	20%	-1%	?	-21%
9	-4%	-2%	8	-13%
10	2%	14%	-3	-7%

# Following part:
entry	Molecule	KB-V1 cytotox	WRN helicase inh	HT1080NT lethal	KB-3-1 tox	HT1080 IDH1KD tx
11	COc1ccc(C(=O)Nc2c(F)c(F)c(F)c(F)c2F)c(OC)c1	13%	0%	5%	4%	12%
12	CCOc1ccc(N=C2NC(=O)/C(=C/C(=O)OC)S2)cc1	0%	-20%	-4%	-4%	-2%
13	CCn1c(=O)c2c(nc3n2CCCN3CCc2ccccc2)n(C)c1=O	-30%	-1%	18%	0%	11%
14	N#Cc1ccc(NC(=O)Cn2cnc([N+](=O)[O-])c2)cc1	?	1%	2%	10%	11%
15	CC(C)CCNC(=O)C(c1cccnc1)N(Cc1ccccc1)C(=O)Cn1nnc2ccccc21 (centres undefined)	?	-5%	2%	?	0%
16	Cc1cc(C)cc(Oc2c(C(F)(F)F)oc3cc(OCC(=O)O)ccc3c2=O)c1	-4%	-12%	-6%	-6%	-12%
17	Cc1ccc(NC(=O)Cn2ncn3c(cc4ccccc43)c2=O)c(C)c1	-7%	-1%	2%	19%	-4%
18	O=C(CCc1nc2ccccc2c(=O)[nH]1)N1CCN(S(=O)(=O)c2cc(Cl)ccc2Cl)CC1	14%	2%	-2%	-4%	-2%
19	CCOc1ccc(OCCC(=O)N(CC(C)C)c2c(N)n(Cc3ccccc3)c(=O)[nH]c2=O)cc1	?	-5%	-6%	12%	-5%
20	O=C(Nc1cc2c(cc1Cl)-c1ccc([N+](=O)[O-])cc1C2=NO)C(F)(F)F	-20%	-7%	8%	?	6%

entry	SW480 rerep	MCF10A rerep	IL1B secr inh	ATXN2 expr inh
11	-5%	-3%	9	2%
12	21%	2%	?	-6%
13	0%	-6%	8	3%
14	5%	-4%	34	-5%
15	1%	2%	0	-3%
16	-4%	-2%	6	·
17	-10%	-4%	6	1%
18	4%	1%	23	·
19	-12%	6%	-14	2%
20	1%	12%	-65*	-32%

# Later entries.
entry	Molecule	KB-V1 cytotox	WRN helicase inh	HT1080NT lethal	KB-3-1 tox	HT1080 IDH1KD tx
21	COCC(=O)NC1CCN(CC(=O)Nc2ccc(OC)cc2[N+](=O)[O-])CC1	-24%	0%	-2%	1%	-5%
22	COCCn1c(SCC(=O)Nc2ccc(Cl)cn2)nnc1-c1ccncc1	-15%	-3%	1%	0%	6%
23	CN(C)CCCNC(=O)c1ccccn1	-6%	7%	0%	1%	8%
24	Cc1ccc(-c2nc(CS(=O)(=O)CC(=O)NCCN3CCCC3)c(C)o2)cc1	7%	-3%	-20%	4%	-30%
25	Cc1cc(C)cc(C(=O)NCCCN2CCOCC2)c1	-7%	-1%	11%	10%	?
26	Nc1[nH]c(=O)[nH]c(=O)c1N=Nc1ccc(C(=O)O)cc1	26%	-14%	2%	-4%	-1%
27	COC(=O)CCCC(=O)N1CCC(CCC(=O)NC2CC2)CC1	0%	-1%	-1%	1%	6%
28	O=[N+]([O-])c1ccccc1/C=C/CN1CCCCC1CO (centres undefined)	19%	0%	3%	1%	5%
29	O=C(N/N=C/c1ccc(Sc2nc3ccccc3s2)c([N+](=O)[O-])c1)c1ccccn1	-3%	-9%	3%	-18%	8%
30	CCCCC(=O)N(C)c1c(C)nc2ccc(C(=O)N3CCN(S(=O)(=O)CC)CC3)cn12	29%	-2%	11%	0%	?

entry	SW480 rerep	MCF10A rerep	IL1B secr inh	ATXN2 expr inh
21	0%	-3%	-5	3%
22	0%	4%	23	-16%
23	0%	6%	0	-1%
24	15%	-5%	-7	-6%
25	0%	0%	3	6%
26	-18%	-12%	0	5%
27	-38%	1%	1	·
28	?	15%	8	4%
29	10%	-2%	6	11%
30	·	·	27	20%

# Single values from the entries so far.
# IL1B secr inh result of entry 22 : 23
# HT1080 IDH1KD tx result of entry 28 : 5%
# SW480 rerep result of entry 29 : 10%
# WRN helicase inh result of entry 30 : -2%

# Remaining list, next part:
entry	Molecule	KB-V1 cytotox	WRN helicase inh	HT1080NT lethal	KB-3-1 tox	HT1080 IDH1KD tx
31	C=CCn1c(C)cc(C(=O)COC(=O)CNC(=O)c2ccccc2)c1C	-3%	-10%	3%	11%	22%
32	Cc1cc(/C=C2\SC(=O)NC2=O)c(C)n1-c1ccc(N2CCOCC2)cc1	-8%	-5%	18%	-14%	-7%
33	Cc1c(Cl)c([N+](=O)[O-])nn1CC(=O)Nc1ccc2c(c1)OCO2	-1%	2%	3%	2%	-1%
34	CC(C)(SC(=S)N1CCOCC1)C(=O)O	26%	-2%	11%	-2%	5%
35	CCOC(=O)Nc1ccc2c(c1)N(C(=O)N1CCN(C)CC1)c1ccccc1CC2	-14%	15%	?	-10%	?
36	CC(C)C(NC(=O)CCNC(=O)c1ccccc1Cl)c1nc2ccccc2[nH]1 (centres undefined)	?	6%	5%	-1%	-2%
37	CCC(C)NC(=O)C1CCC(=O)N1Cc1ccc(C)cc1 (centres undefined)	0%	-3%	14%	11%	18%
38	CCc1ccc(CN(C)CC(=O)Nc2sccc2C#N)cc1	?	-18%[57.1 µM]	1%	4%	-6%
39	CCc1cccc(C)c1NC(=O)COC(=O)CSCc1ccccc1	21%	-6%	2%	12%	-1%
40	COc1ccc(CCNC(=O)CSc2nc(C)nc3sccc23)cc1OC	-11%	3%	-4%	-6%	0%

entry	SW480 rerep	MCF10A rerep	IL1B secr inh	ATXN2 expr inh
31	-12%	0%	-7	1%
32	16%	?	54	14%
33	-10%	1%	-23	8%
34	-3%[9.22 µM]	0%	22	0%
35	-1%	-3%	-21	·
36	-5%	-1%	-8	·
37	-3%	17%	0	-1%
38	1%	7%	6	-3%
39	-13%	-5%	1	-4%
40	4%	-3%	37	1%

# In the list so far, these have an aryl methoxy group.
entry	Molecule	KB-V1 cytotox	WRN helicase inh	HT1080NT lethal	KB-3-1 tox	HT1080 IDH1KD tx
11	COc1ccc(C(=O)Nc2c(F)c(F)c(F)c(F)c2F)c(OC)c1	13%	0%	5%	4%	12%
21	COCC(=O)NC1CCN(CC(=O)Nc2ccc(OC)cc2[N+](=O)[O-])CC1	-24%	0%	-2%	1%	-5%
40	COc1ccc(CCNC(=O)CSc2nc(C)nc3sccc23)cc1OC	-11%	3%	-4%	-6%	0%

entry	SW480 rerep	MCF10A rerep	IL1B secr inh	ATXN2 expr inh
11	-5%	-3%	9	2%
21	0%	-3%	-5	3%
40	4%	-3%	37	1%

# Carrying on.
entry	Molecule	KB-V1 cytotox	WRN helicase inh	HT1080NT lethal	KB-3-1 tox	HT1080 IDH1KD tx
41	COc1ccc(N(CC(=O)Nc2ccc(OC)cc2OC)S(=O)(=O)c2ccccc2)cc1	?	-3%	-24%	0%	?
42	OC(c1ccccc1)c1nccn1Cc1ccccc1 (centres undefined)	12%	-2%	15%	7%	0%
43	O=[N+]([O-])c1ccccc1S(=O)(=O)Nc1nc2ccccc2s1	-4%	-3%	-2%	4%	3%
44	CC(NC(=O)COC(=O)Cn1cc(C(F)(F)F)ccc1=O)c1ccccc1 (centres undefined)	?	-3%	6%	9%	8%
45	COc1cc(C=O)cc(OC)c1OS(=O)(=O)c1ccc(NC(C)=O)cc1	-10%	-4%	5%	-13%	5%
46	Cc1ccc(-c2cc(C(=O)NCc3ccc4c(c3)OCO4)[nH]n2)c(O)c1C	-2%	-2%	-4%	-6%	3%

entry	SW480 rerep	MCF10A rerep	IL1B secr inh	ATXN2 expr inh
41	?	?	14	-31%
42	0%	-3%	4	0%
43	-3%	-4%	29	-4%
44	?	?	-1	6%
45	-20%	?	28	8%
46	2%	?	-25	12%

# Screening results deposited in PubChem BioAssay by National Center for Advancing Translational Sciences (NCATS).
